# TDP-43 yeast inh = TDP-43 toxicity inhibition in yeast | TDP-43 expressing yeast growth rescue, BacTiter-Glo, 24 h | Potency, µM (titrated, usually from 46.1 µM), without a hit: top-dose growth rescue (activation), most hits filed as activators | actives 1.8% (n = 410,000) | AID 652104; further: % of control where 0% means no effect; nearly all actives have a fitted effect of over 50% in size
#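 Cell-based yeast growth screen: TDP-43 expression induced in galactose, inoculum OD600=0.02 after raffinose pregrowth to mid-log. Read-out BacTiter-Glo luminescence at 24 hr, 30 deg C; inhibition of toxicity seen as signal increase.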
# EPAC1 antag = EPAC1 (human) antagonism | O95398 | EPAC1 GEF assay, Rap1b-BODIPY-GDP exchange fluorescence | Potency, µM (highest dose often 115 µM), for inactives: top-dose activity change, negative = inhibition, hits mostly inhibitors | actives 0.14% (n = 360,000);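 further: plate controls were vehicle for no effect and positive control for full effect; nearly all actives have a fitted effect of over 50% in size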
# Target sequence (O95398 whole entry, looked up): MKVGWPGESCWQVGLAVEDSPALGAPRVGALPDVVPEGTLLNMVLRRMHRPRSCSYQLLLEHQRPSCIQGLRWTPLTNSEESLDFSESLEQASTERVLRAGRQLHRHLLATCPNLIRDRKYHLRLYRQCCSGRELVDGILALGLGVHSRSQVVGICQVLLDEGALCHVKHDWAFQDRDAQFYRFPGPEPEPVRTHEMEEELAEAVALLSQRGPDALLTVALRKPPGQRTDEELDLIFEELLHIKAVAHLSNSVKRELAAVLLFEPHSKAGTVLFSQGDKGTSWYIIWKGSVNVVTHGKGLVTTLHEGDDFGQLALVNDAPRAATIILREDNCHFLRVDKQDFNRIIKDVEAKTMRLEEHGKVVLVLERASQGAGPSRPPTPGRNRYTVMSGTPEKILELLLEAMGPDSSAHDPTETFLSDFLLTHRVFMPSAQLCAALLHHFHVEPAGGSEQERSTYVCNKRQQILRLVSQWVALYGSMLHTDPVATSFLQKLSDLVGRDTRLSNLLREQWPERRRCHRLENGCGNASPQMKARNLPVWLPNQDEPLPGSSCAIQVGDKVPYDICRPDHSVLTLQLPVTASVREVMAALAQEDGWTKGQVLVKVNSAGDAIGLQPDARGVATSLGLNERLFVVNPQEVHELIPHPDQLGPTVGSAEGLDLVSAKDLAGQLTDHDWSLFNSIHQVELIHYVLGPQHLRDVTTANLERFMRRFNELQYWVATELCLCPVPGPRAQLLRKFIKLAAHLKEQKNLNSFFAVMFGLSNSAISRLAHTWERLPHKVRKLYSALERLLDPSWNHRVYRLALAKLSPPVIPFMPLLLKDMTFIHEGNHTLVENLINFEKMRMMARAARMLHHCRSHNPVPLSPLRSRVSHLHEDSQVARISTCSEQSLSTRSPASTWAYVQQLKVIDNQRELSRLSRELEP
# EPAC1 ag = EPAC1 (human) agonism; O95398; EPAC1 agonist qHTS, biochemical assay; response scale: 100% = response to 6.5 mM cAMP; Potency, µM (top dose mostly 154 µM), for inactives: at the top dose activation, actives largely listed as activators; actives 0.073% (n = 360,000); further: nearly all actives have a fitted effect of over 60% in size
#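 Normalized to 6.5 mM cAMP, activity reflects EPAC1-catalysed release of BODIPY-GDP from Rap1B, followed kinetically over 30 min at 480 nm excitation, 540 nm emission. Reaction contained 100 nM EPAC1, 250 nM Rap1B-BODIPY-GDP, 50 uM GDP.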
# FUS suppressor = rescues growth of FUS-expressing yeast; actives 0.24% (n = 390,000); AID 1347120; S. cerevisiae FUS-expressing, growth rescue, OD600, 24 h; Potency, µM (titrated, usually from 76.6 µM), without a hit: at the top dose growth rescue (activation), actives largely listed as activators;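 further: plate controls were DMSO vehicle for no effect and reference control for full effect; nearly all actives have a fitted effect of over 55% in size; some results filed as inactive show a strong effect at the top dose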
#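 Read-out: OD at 600 nm after 24hr at 30C, reporting rescue of FUS-induced yeast toxicity. Cells at OD 0.005 in galactose (2%) minimal medium; compounds tested in a dilution series; CP55940 titration from 92uM final as control.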
# aSyn rescue = alpha-synuclein toxicity inhibition in yeast. actives 0.14% (n = 370,000). Yeast expressing alpha-synuclein, growth rescue, BacTiter-Glo, 24 h. Potency, µM (titrated, usually from 46.1 µM), for the others: at the highest dose growth rescue (activation), actives largely listed as activators. AID 652106; further: % of control where 0% means no effect; nearly all actives have a fitted effect of over 65% in size
#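 Galactose-induced alpha-syn yeast (OD600=0.02, raffinose-pregrown) + pinned cpd, 24 hr, 30 deg C; growth by BacTiter-Glo luminescence. Growth restoration scores as activation.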
# PTHR1 ag = PTHR1 (human) receptor agonism; HEK293 GP2 PTHR1 cells, GloSensor cAMP luminescence, 1 h; Potency, µM (titrated, usually from 115 µM), without a hit: at the highest dose activation, actives largely listed as activators; actives 0.075% (n = 410,000); further: nearly all actives have a fitted effect of over 55% in size; some results filed as inactive show a strong effect at the top dose; inactives centre near -15; many of its hits are not listed in these tables
#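 HEK-293-derived GP2 cells expressing PTHR1 and a GloSensor cAMP reporter, 3,000/well, plated overnight, given luciferin plus IBMX (each 0.5 mM as added) for 1 h at 37 °C, then compound for 1 h at 37 °C. Luminescence was read after 15 min at room temperature.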
# EPAC2 antagonist = antagonists of human EPAC2; Q8WZA2; EPAC2 GEF exchange of Rap1B-BODIPY-GDP, fluorescence; Potency, µM (titrated, usually from 114 µM), for inactives: at the top dose activity, negative = inhibition, most hits filed as inhibitors; actives 0.18% (n = 360,000); further: on the % scale 0 is the no-effect control and ±100 the full control effect; nearly all actives have a fitted effect of over 45% in size; many of its hits are not listed in these tables
# EPAC2 ag = activates human EPAC2 exchange factor; Q8WZA2; EPAC2 activation, biochemical qHTS; response scale: 100% = 6.5 mM cAMP response; Potency, µM (top dose mostly 154 µM), for inactives: at the highest dose activation, most hits filed as activators; actives 0.079% (n = 360,000); AID 720711; further: nearly all actives have a fitted effect of over 50% in size
#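 qHTS, titration series. 100 nM EPAC2 / 250 nM Rap1B-BODIPY-GDP / 50 uM GDP; RT; ex 480/em 540 nm, 5-min reads to 30 min. Norm. to 6.5 mM cAMP = activation.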
# * hit, by the source's call; i = inactive; ? = inconclusive; . = not tested or not shown; [ ] = dose if it differs, or a comment. The call rests on the fitted dose curve; in most records, active means well fitted curve in the direction sought with a large enough effect; inconclusive means small, poorly fitted or top-dose-only effect, or another doubt; inactive means no such curve, though single readings can be large; an effect the other way counts as inactive or inconclusive. Potency means the concentration at half of the fitted maximal effect. The list is partial. The share of hits here may be higher or lower than overall.
# Abbreviations – A = TDP-43 yeast inh; B = EPAC1 antag; C = EPAC1 ag; D = FUS suppressor; E = aSyn rescue; F = PTHR1 ag; G = EPAC2 antagonist; H = EPAC2 ag
CC1(C(=O)NS(=O)(=O)c2cccc(F)c2)CCN1C(=O)c1cccc(F)c1 (centres undefined)
  A: 4.7%; B: 20.5%; C: -6.7%; D: -27.7%; E: -0.8%; F: -20.8%; G: 4.9%; H: 0.0%

CC1(C(=O)Nc2ccc3c(c2)OCCO3)CCN1C(=O)C/C=C/c1ccccc1 (centres undefined)
  A: 29.8%; B: -17.8%; C: -16.5%; D: 23.3%; E: 12.9%; F: -7.1%; G: 10.5%; H: 9.1%

Cc1cc(NC(=O)CSc2nc(C)c(C)n2CC(C)C)no1
  A: -11.2%; B: -2.6%; C: 3.8%; D: 8.5%; E: -6.7%; F: ?; G: -1.3%; H: 2.8%

O=C(O)CCC(=O)N1N=C(c2cccs2)CC1c1cccc([N+](=O)[O-])c1 (centres undefined)
  A: 12.5%; B: 4.9%; C: -1.5%; D: 10.1%; E: 9.3%; F: i; G: 17.5%; H: 1.8%

COc1ccc(C(=O)NNC(=O)c2ccc3ccccc3c2O)cc1
  A: -1.7%; B: 2.4%; C: 8.7%; D: -15.2%; E: -1.2%; F: -36.3%[inhibitor]; G: 17.5%; H: 13.1%

O=C(c1ccco1)N(Cc1ccccc1)Cc1ccccn1
  A: -5.3%; B: 11.3%; C: -1.8%; D: -12.1%; E: 4.2%; F: -37.2%[inhibitor]; G: -11.0%; H: -5.0%

O=C(CNC(=O)c1ccccc1F)Nc1ccncc1
  A: -7.1%; B: -0.7%; C: 2.1%; D: -0.9%; E: 0.6%; F: i; G: 8.5%; H: 3.7%

C[C@H](NS(=O)(=O)c1ccc2c(c1)OCCCO2)C(=O)N1CCN(Cc2ccccc2)CC1
  A: -1.4%; B: 4.8%; C: -3.6%; D: 0.7%; E: 6.2%; F: i; G: 6.2%; H: 4.2%

COc1ccc(CCC(=O)N(C)CC(=O)Nc2ccc(Cl)c(C(F)(F)F)c2)cc1
  A: ?; B: -28.3%; C: ?; D: 4.9%; E: 16.2%; F: i; G: -12.3%; H: 9.2%

O=C(NCC1CCCO1)c1nc2c(nnn2Cc2ccccc2Cl)c(=O)[nH]1 (centres undefined)
  A: -14.2%; B: 8.1%; C: -5.8%; D: 6.8%; E: 2.3%; F: 7.0%[57.5 µM]; G: 7.7%; H: 3.8%

COc1ccc(NC(=O)c2ccccc2NS(C)(=O)=O)cc1OC
  A: 3.8%; B: -17.4%; C: 11.1%; D: -1.6%; E: -0.1%; F: i; G: 1.6%; H: 6.5%

Cc1ccnc(NC(=O)c2ccc(OCc3c(C)noc3C)cc2)c1
  A: 11.9%; B: -9.8%; C: -7.2%; D: -9.8%; E: 0.8%; F: -29.5%; G: 7.9%; H: 9.3%

O=C(CSc1nnnn1-c1cccc(C(=O)O)c1)NC(c1ccccc1)c1ccccc1
  A: -28.7%; B: 19.4%; C: -7.5%; D: 21.2%; E: -23.1%; F: i; G: 3.7%; H: 10.9%

COc1ccc(-c2nc(C#N)c(N3CCN(C(=O)c4ccco4)CC3)o2)cc1OC
  A: 12.1%; B: 3.1%; C: 2.8%; D: -5.6%; E: 2.0%; F: -0.8%; G: 5.7%; H: -4.6%

COc1ccc(OCc2cccc(C(=O)Nc3ccc(CN4CCCCC4)cc3)c2)cc1
  A: 14.8%; B: 3.9%; C: -6.9%; D: .; E: 2.6%; F: -17.8%; G: 12.8%; H: 2.4%

CC12CN(C(=O)c3ccc(Cl)cc3)C3(C#N)CC1CCC23C (centres undefined)
  A: 12.4%; B: -3.9%; C: 1.7%; D: 19.2%; E: 2.5%; F: i; G: 8.2%; H: -1.1%

O=C(NN=C1CCCCC1)Nc1ccccc1Cl
  A: -8.9%; B: -2.7%; C: -13.0%; D: -18.7%; E: -6.9%; F: -20.9%; G: -1.1%; H: -1.0%

O=c1nc2ccccc2c(NS(=O)(=O)c2ccccc2)n1-c1ccccc1
  A: -18.4%; B: 0.3%; C: 3.4%; D: 33.7%; E: -2.5%; F: i; G: -4.0%; H: 7.0%

Cc1ccc(NCc2nnc(SCC(N)=O)n2CC2CCCO2)c(C)c1 (centres undefined)
  A: 6.2%; B: 2.1%; C: 5.9%; D: -1.4%; E: -4.9%; F: -10.3%; G: -2.8%; H: 11.3%

C[C@H](CO)N1C[C@H](C)[C@@H](CN(C)C(=O)c2ccncc2)OCc2cnnn2CCCC1=O
  A: 18.5%; B: 3.8%; C: -17.1%; D: -13.4%; E: 1.3%; F: -8.7%; G: 10.6%; H: 8.3%

# Continuation.
# Order of values: TDP-43 yeast inh	EPAC1 antag	EPAC1 ag	FUS suppressor	aSyn rescue	PTHR1 ag	EPAC2 antagonist	EPAC2 ag
> Cc1ccc(Cn2c(SCCN3CCCCC3)nc3c2c(=O)n(C)c(=O)n3C)cc1
    -34.4%[inhibitor]	-19.6%	-4.7%	?	-5.7%	?	-7.0%	0.8%
> CC1CCCCC1NC(=O)COC(=O)c1ccc2ncsc2c1 (centres undefined)
    19.7%	12.0%	1.7%	4.0%	0.7%[1.84 µM]	-2.4%	-0.3%	-1.3%
> COc1ccc(CCNC(=O)COC(=O)c2ccc(C)s2)cc1
    ?	1.3%	13.1%	.	0.2%	i	-0.5%	5.9%
> NC(N)=N/N=C/c1ccc(Cl)c(Cl)c1
    -8.5%	-9.0%	3.4%	18.6%	-15.4%	i	-1.2%	7.3%
> Cc1ccc(/C=N/N2CCN(c3ccccn3)CC2)cc1
    -6.7%	1.8%	11.0%	-14.4%	2.9%	-11.5%	9.6%	7.9%
